HCV NS3 hel inh – inhibitors of Hepatitis C virus NS3 helicase. NS3 helicase DNA unwinding, Cy5 molecular beacon fluorescence. inhibition, % at 10.9 µM. 0.56% of 290,000 active. AID 1800;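 active means inhibition above the mean of all tested compounds plus 3 SD, set per campaign, cut at about 35% in these data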;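 further: 0% = DMSO wells and 100% = thioflavine S control wells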
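Material: hepatitis C virus NS3 helicase domain fragment enzyme; measured by: Cy5 fluorescence, 0 and 60 min reads; control set: DMSO and thioflavine S; incubation: 60 min unwinding reaction at 25 °C after ATP addition; read-out basis: % inhibition from 60/0 min fluorescence ratio, DMSO 0%, thioflavine S 100%; repeats: singlicate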
VIM-2 inhibitor – blocks Pseudomonas aeruginosa VIM-2 metallo-beta-lactamase | 0.89% of 290,000 active | inhibition, % at 5.6 µM | AID 1527 | purified VIM-2, nitrocefin hydrolysis, epi-absorbance fluorescence;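 active means inhibition above the mean of all tested compounds plus 3 SD, cutoff set per screening run, cut at about 7.5% in these data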;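 further: red hydrolysis product quenches plate fluorescence so inhibitors raise well fluorescence; 0% = enzyme with DMSO and 100% = DMSO without enzyme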
DNA FID counter – counter-screen for HCV NS3 helicase inhibitors: DNA intercalator displacement; DNA fluorescent intercalator displacement, fluorescence; inhibition, % at 7.9 µM; 0.17% of 290,000 active; in the data active means inhibition above about 37%;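 further: 0% = vehicle and 100% = reference compound; higher means more ethidium bromide displaced from hairpin DNA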
IDE act – activators of human insulin-degrading enzyme in cells; P14735; HEK cells, FAbeta-B cleavage, fluorescence polarization; 0% vehicle, 100% cell-free pure enzyme wells; activation, % at 5.96 µM; 0.073% of 340,000 active; AID 493087;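 active means activation above the mean of all tested compounds plus 3 SD, set per screening campaign, cut at about 17% in these data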
p-CIP stab down – lowers stability of the mouse p/CIP coactivator protein. F442A p/CIP-EGFP cells, EGFP fluorescence, 16 h. decrease of EGFP signal, % at 10 µM. 0.01% of 290,000 active. AID 1984;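 active means EGFP signal decrease of at least 30% at 10 µM or well 3 SD below plate mean, unless failing retest; inactive means the rest, including hits failing retest or dose response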; further: some compounds called inactive have numbers as strong as hits; many of its hits are not listed in these tables
Target sequence (Q05BA5 1-1403): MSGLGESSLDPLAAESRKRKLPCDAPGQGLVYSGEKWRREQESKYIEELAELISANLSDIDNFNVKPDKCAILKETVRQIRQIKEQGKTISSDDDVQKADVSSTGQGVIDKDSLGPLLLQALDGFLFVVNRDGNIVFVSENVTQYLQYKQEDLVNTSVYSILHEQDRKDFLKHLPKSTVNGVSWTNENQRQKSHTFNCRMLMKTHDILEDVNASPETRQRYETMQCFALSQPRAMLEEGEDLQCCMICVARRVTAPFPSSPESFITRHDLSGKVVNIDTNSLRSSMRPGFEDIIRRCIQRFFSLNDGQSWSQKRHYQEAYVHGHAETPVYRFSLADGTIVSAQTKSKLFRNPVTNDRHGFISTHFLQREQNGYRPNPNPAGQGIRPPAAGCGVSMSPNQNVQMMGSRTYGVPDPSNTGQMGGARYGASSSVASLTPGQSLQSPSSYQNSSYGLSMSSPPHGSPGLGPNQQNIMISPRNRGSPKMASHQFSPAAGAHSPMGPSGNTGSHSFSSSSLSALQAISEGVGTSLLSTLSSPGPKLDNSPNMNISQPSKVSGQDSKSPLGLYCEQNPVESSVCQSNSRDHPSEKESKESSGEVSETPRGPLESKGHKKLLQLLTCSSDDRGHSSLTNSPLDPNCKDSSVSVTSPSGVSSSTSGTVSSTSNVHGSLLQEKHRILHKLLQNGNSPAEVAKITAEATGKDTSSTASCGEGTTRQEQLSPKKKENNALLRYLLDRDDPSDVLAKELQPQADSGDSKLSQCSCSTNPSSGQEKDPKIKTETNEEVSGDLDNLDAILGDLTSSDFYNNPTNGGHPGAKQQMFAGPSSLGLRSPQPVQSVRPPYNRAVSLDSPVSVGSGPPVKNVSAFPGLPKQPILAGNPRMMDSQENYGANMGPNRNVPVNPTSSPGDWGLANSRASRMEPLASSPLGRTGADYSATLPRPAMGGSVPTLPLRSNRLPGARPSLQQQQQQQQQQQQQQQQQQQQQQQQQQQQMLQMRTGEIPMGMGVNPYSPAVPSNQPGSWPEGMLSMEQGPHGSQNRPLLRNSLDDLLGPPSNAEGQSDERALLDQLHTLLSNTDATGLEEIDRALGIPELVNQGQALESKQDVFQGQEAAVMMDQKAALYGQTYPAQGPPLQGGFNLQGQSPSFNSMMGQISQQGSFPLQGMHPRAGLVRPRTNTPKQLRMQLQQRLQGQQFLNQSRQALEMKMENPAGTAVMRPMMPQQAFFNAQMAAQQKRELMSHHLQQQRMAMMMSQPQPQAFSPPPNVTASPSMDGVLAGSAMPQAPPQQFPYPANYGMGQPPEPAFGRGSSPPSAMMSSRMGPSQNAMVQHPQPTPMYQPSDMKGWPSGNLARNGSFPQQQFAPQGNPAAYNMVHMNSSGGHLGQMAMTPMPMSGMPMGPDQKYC
UBC9 SUMO inh – SUMOylation inhibition. AID 2006. 0.36% of 290,000 active. P63279. inhibition, % at 35 µM. HTRF SUMOylation assay, SAE1/SAE2 + UBC9, in vitro; in the data active means inhibition above about 50%, passing the limit was not always enough; further: strong numbers were not always called active
MEKK3 PB1 HTS – MEKK3-MEK5 PB1 interaction, increase or decrease; Q99759; bead-based flow cytometry, Alexa488-MEK5 binding to MEKK3; actives lie on both sides; 0 = blocked by unlabeled MEK5, 100 = vehicle; binding response (% of control), % at 10 µM; 1.4% of 290,000 active;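 active means binding response more than 3 SD above or below the average of its plate-row segment, actives on both sides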;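 further: Alexa488 bead fluorescence after subtracting the streptavidin-only scavenger bead signal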
PHOSPHO1 inh – PHOSPHO1 (human) inhibition; recombinant PHOSPHO1, absorbance phosphatase assay; Q8TCT1; inhibition, % at 13.3 µM; 1.1% of 290,000 active; in the data active means inhibition above about 60%
IMP-1 inh – inhibitors of Pseudomonas aeruginosa IMP-1 metallo-beta-lactamase; 0.45% of 290,000 active; purified IMP-1, nitrocefin hydrolysis, epi-absorbance fluorescence; inhibition, % at 5.6 µM; AID 1556;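 active means inhibition above the mean plus 3 SD of all compounds in the same screening run, cut at about 4.5% in these data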;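 further: 0% = IMP-1 with DMSO and 100% = DMSO wells lacking enzyme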
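System: Purified recombinant IMP-1 metallo-beta-lactamase enzyme | Measured by: Fluorescence quenching readout, ex 480/em 530 nm | Replication: Singlicate | Incubation: 15 min preincubation plus 25 min reaction at 25 °C | Evaluation: Percent inhibition from optical density relative to buffer-blank wells | Benchmarks: DMSO with and without IMP-1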
Active calls of the source: *; / = no result given; [ ] = dose if it differs, or a comment. These rows are one share of the data; rates above refer to the full screens.

Assay codes – A = HCV NS3 hel inh; B = VIM-2 inhibitor; C = DNA FID counter; D = IDE act; E = p-CIP stab down; F = UBC9 SUMO inh; G = MEKK3 PB1 HTS; H = PHOSPHO1 inh; I = IMP-1 inh
COc1ccc(Cl)cc1Nc1nc(C)cc(C)c1C(N)=O
  A = 10	B = -2.1	C = -2	D = 3	E = -5	F = 20	G = 107	H = 14	I = -0.6

C=C(C)CSc1nc(N)c2c(C)c(C)sc2n1
  A = -4	B = -3.8	C = -5	D = 0	E = 11	F = 19	G = 101	H = 13	I = -2.3

Cc1cc(C(=O)NCCCN(C)C)c2ccccc2n1
  A = -6	B = 0.1	C = 2	D = 2	E = 14	F = -2	G = 89	H = 4	I = -1.4

Cc1ccc(C(=O)Nc2c(C)cc(-c3ccccc3)oc2=O)cc1
  A = -4	B = -2.0	C = -3	D = 4	E = -11	F = 13	G = 105	H = 53	I = -1.4

O=C(CCC1COc2ccccc2O1)Nc1cccnc1 (stereo not given)
  A = -14	B = -3.8	C = -7	D = -7	E = -5	F = 1	G = 101	H = 22	I = -3.3

CN(C)C(=O)COc1ccc(C(=O)/C=C/c2cccnc2)cc1
  A = 3	B = 0.3	C = -8	D = 1	E = 1	F = 12	G = 101	H = 32	I = -0.2

CCCCC(=O)Nc1ccc(C(=O)NCCN2CCOCC2)cc1
  A = -7	B = -1.1	C = -2	D = -3	E = -4	F = -1	G = 106	H = -19	I = -3.4

O=C(CCn1cccc1)NCc1ccccc1
  A = 2	B = -0.8	C = 0	D = 4	E = -12	F = 10	G = 98	H = -11	I = 0.7

Cc1csc(CNC(=O)C2CCC(=O)N(CCCc3ccccc3)C2)n1 (stereo not given)
  A = 2	B = -3.4	C = -26	D = 5	E = -7	F = 3	G = 98	H = 42	I = -1.4

CCCN(CCC)CCCNC(=O)c1cn(CCOC)c(=O)c2c1c1ccccc1n2C
  A = -2	B = 0.7	C = 12	D = -4	E = 11	F = -15	G = 101	H = 21	I = -3.2

Cc1ccc(-n2ccc(=O)c(C(=O)Nc3ccc(S(=O)(=O)Nc4nccc(C)n4)cc3)n2)cc1
  A = 4	B = -2.8	C = -48	D = 2	E = 2	F = 11	G = 102	H = 7	I = -2.8

O=C1c2cc(S(=O)(=O)NCCCO)ccc2-c2ccc(S(=O)(=O)NCCCO)cc21
  A = 3	B = 0.5	C = 7	D = 6	E = -1	F = 12	G = 98	H = 3	I = -1.6

CCOc1ccccc1CN1CCN(Cc2cccc3nonc23)CC1CCO (stereo not given)
  A = -10	B = 1.0	C = 17	D = 7	E = -14	F = 19	G = 91	H = -3	I = -3.7

CCOC(=O)C1=C(C)NC(=S)NC1c1ccc(-c2ccc(Cl)cc2)o1 (stereo not given)
  A = 25	B = -4.0	C = -34	D = -10	E = -4	F = -4	G = 100	H = 2	I = -4.3

Cc1cc(=O)oc2c(C)c(OCC(=O)N3CCC(C(=O)O)CC3)ccc12
  A = 4	B = -1.2	C = -8	D = 1	E = 9	F = 26	G = 96	H = 3	I = -1.8

Continued; it opens with the three that closed the last part.
Assay codes – A = HCV NS3 hel inh; B = VIM-2 inhibitor; C = DNA FID counter; D = IDE act; E = p-CIP stab down; F = UBC9 SUMO inh; G = MEKK3 PB1 HTS; H = PHOSPHO1 inh; I = IMP-1 inh
CCOc1ccccc1CN1CCN(Cc2cccc3nonc23)CC1CCO (stereo not given)
  A = -10	B = 1.0	C = 17	D = 7	E = -14	F = 19	G = 91	H = -3	I = -3.7

CCOC(=O)C1=C(C)NC(=S)NC1c1ccc(-c2ccc(Cl)cc2)o1 (stereo not given)
  A = 25	B = -4.0	C = -34	D = -10	E = -4	F = -4	G = 100	H = 2	I = -4.3

Cc1cc(=O)oc2c(C)c(OCC(=O)N3CCC(C(=O)O)CC3)ccc12
  A = 4	B = -1.2	C = -8	D = 1	E = 9	F = 26	G = 96	H = 3	I = -1.8

COCCN(C(C)=O)c1nnc(-c2cnccn2)s1
  A = -4	B = -0.5	C = -1	D = -2	E = 6	F = 31	G = /	H = 23	I = -0.2

Cc1cc(C)cc(N(CC(=O)Nc2cccc(C)n2)S(=O)(=O)c2c(C)noc2C)c1
  A = -7	B = -3.7	C = -29	D = 5	E = -9	F = -30	G = 107	H = -12	I = -3.4

CCOC(=O)c1c(CN(C)C)n(-c2ccccc2)c2cc(Br)c(OC)cc12
  A = -39	B = 3.6	C = 7	D = -6	E = 5	F = -18	G = 119	H = -12	I = -3.1

CCOc1ccc(NC(=O)Nc2ccon2)cc1
  A = 8	B = 0.3	C = 1	D = 3	E = -3	F = 8	G = 97	H = 31	I = -0.6

CN1CCN(CCCNC(=O)c2cn(C)c3ccc(S(=O)(=O)N(C)C)cc3c2=O)CC1
  A = 0	B = 2.6	C = 4	D = 1	E = -8	F = 18	G = 103	H = 6	I = -5.8

CCOc1cc(C=O)cc(Cl)c1OCC(N)=O
  A = 12	B = -2.8	C = 2	D = -3	E = -4	F = 4	G = 102	H = 23	I = -3.4

O=C(CCN1C(=O)c2cccc([N+](=O)[O-])c2C1=O)Nc1nccs1
  A = 0	B = -0.4	C = 2	D = 2	E = 8	F = 2	G = 100	H = -8	I = -2.0

Cc1cc(C(=O)NCc2ccco2)on1
  A = 13	B = -2.3	C = -4	D = 4	E = -16	F = 0	G = 110	H = 0	I = -2.7

COc1cc2c(cc1OC)-c1cc(Nc3ccc(F)cc3)nc(=O)n1CC2
  A = -13	B = 0.5	C = -27	D = 4	E = 0	F = -3	G = 102	H = 37	I = -2.8

COc1ccc(NC2(c3ccc(Cl)cc3)C(=O)c3ccccc3C2=O)cc1
  A = 7	B = -2.6	C = 8	D = 4	E = -17	F = -13	G = 105	H = 28	I = -2.8

Cc1ccc(C)c(C(=O)CSc2nnc(C)s2)c1
  A = 4	B = -1.1	C = -14	D = 3	E = -12	F = 16	G = 84	H = 26	I = -3.1

CCOc1ccccc1CNCCN1CCOCC1
  A = 0	B = -2.6	C = 2	D = -2	E = 1	F = -1	G = 113	H = -12	I = 0.7

CCOC(=O)c1cc(C#N)c(Oc2cccc(C(F)(F)F)c2)nc1-c1ccccc1
  A = -6	B = -0.8	C = 0	D = 5	E = 9	F = -7	G = 103	H = -2	I = -3.0

Cc1ccc(CNC(=O)CN2C(=O)COc3ccc(S(=O)(=O)N4CCCCC4)cc32)o1
  A = 2	B = -3.3	C = -26	D = 3	E = -2	F = /	G = 101	H = 30	I = 0.4

CCOC(=O)N1CCN(CCC(=O)Nc2ccc(Br)c(C)c2)CC1
  A = -11	B = -3.8	C = -7	D = -3	E = -16	F = 6	G = 97	H = 32	I = -3.2

O=C(c1ccc(F)cc1)n1cc(C(=S)N2CCOCC2)c2ccccc21
  A = -2	B = 0.3	C = 0	D = 4	E = 1	F = 20	G = 101	H = 28	I = -0.3

COc1ccc(C=C2C(=O)OC(C)(C)OC2=O)cc1OC
  A = -5	B = -0.3	C = 2	D = 5	E = -1	F = 46	G = 108	H = 42	I = -0.4

O=C(NC1CCCC1)c1cc(-c2ccc(Cl)cc2Cl)on1
  A = 3	B = -2.4	C = -8	D = -1	E = 2	F = 14	G = 99	H = 5	I = -3.4

O=C(O)c1cccc(N/N=C/C2=C(Cl)c3cc(Cl)ccc3SC2)c1
  A = 10	B = 1.4	C = -17	D = -6	E = -8	F = 5	G = 28*[inhibitor]	H = 24	I = -1.3

Cc1nnc(N2C(=O)c3cccc4c([N+](=O)[O-])ccc(c34)C2=O)s1
  A = 0	B = 6.1	C = 11	D = -8	E = 4	F = 23	G = 104	H = 34	I = -5.3

O=C(OCC(=O)N1CCCC1=O)c1ccc(F)c(S(=O)(=O)N2CCOCC2)c1
  A = 0	B = -3.5	C = -14	D = -2	E = 2	F = -9	G = 96	H = 11	I = -2.5

COc1ccc(C(=O)N/N=C/c2c(C)[nH]c(=O)[nH]c2=O)cc1
  A = 1	B = -3.0	C = -1	D = 0	E = -1	F = 11	G = 90	H = 25	I = -2.9

COc1ccc(OCC(=O)NCCC2=CCCCC2)c([N+](=O)[O-])c1
  A = 2	B = -1.0	C = -12	D = 6	E = 6	F = 0	G = 100	H = 32	I = -2.2

CC(C)CC(=O)Nc1nnc(S(=O)(=O)N2c3ccccc3CC2C)s1 (stereo not given)
  A = 7	B = 1.3	C = -12	D = -5	E = -8	F = 9	G = 101	H = 10	I = -1.6

CCCc1ccc(C(=O)[C@@H]2[C@@H](C(C)=O)N3c4ccc(F)cc4C=C[C@@H]3[C@@]23C(=O)Nc2ccccc23)cc1
  A = 10	B = 0.8	C = -27	D = -4	E = 5	F = 3	G = 110	H = 15	I = -3.0

Cc1ccccc1NS(=O)(=O)c1ccc(NC(=O)c2ccco2)cc1
  A = -9	B = -5.5	C = -6	D = -1	E = -7	F = 23	G = 94	H = -1	I = -6.7

COc1cc2[nH]c(=O)n(Cc3ccc(C(=O)N4CCC(N5CCCCC5)CC4)cc3)c(=O)c2cc1OC
  A = -11	B = -2.5	C = 8	D = 3	E = 2	F = 7	G = 101	H = 46	I = -2.6

CCCN(CCC)C(=O)CSc1nc2ccsc2c(=O)n1NC(=O)c1ccccc1
  A = -2	B = -1.8	C = -26	D = 4	E = 0	F = 16	G = 96	H = 10	I = -2.6

COc1ccccc1N1CCN(C(=O)c2cc(=O)c3cc(C)ccc3o2)CC1
  A = -7	B = 0.8	C = -42	D = -5	E = -4	F = 11	G = 110	H = 24	I = -3.1

CCCCOc1ccc(C(=O)NCC2(c3ccccc3)CCOCC2)cc1
  A = 2	B = -0.9	C = -39	D = -1	E = -1	F = 21	G = 101	H = 9	I = -2.4

C/C(=N/NC(=O)c1ccoc1C)c1cccc(NC(=O)C(F)(F)F)c1
  A = 6	B = -2.7	C = -2	D = 2	E = -10	F = -1	G = 99	H = -10	I = -1.9

COc1ccc(OC)c(Nc2ccc(C(=O)O)cc2[N+](=O)[O-])c1
  A = -2	B = 0.3	C = -14	D = 0	E = 6	F = 14	G = 111	H = -12	I = -2.8

O=S(=O)(c1ccccc1)N1N=C(c2cccs2)CC1c1ccc(F)cc1 (stereo not given)
  A = 2	B = -1.5	C = 1	D = -2	E = -6	F = -3	G = 105	H = 19	I = -1.5

COC(=O)N1[C@H](Cc2ccccc2)C=C[C@]1(C)C(=O)NCc1ccccn1
  A = -1	B = -0.2	C = -7	D = -8	E = -9	F = 15	G = 99	H = -1	I = -2.8

COC(=O)C(CCSC)NC(=O)Cn1ncc2c(=O)oc3ccc(C)cc3c21 (stereo not given)
  A = -1	B = -1.3	C = 0	D = -9	E = 6	F = 3	G = 108	H = -26	I = -1.4

COc1cc(/C=C(/C#N)C(=O)Nc2ccc(Cl)cc2)ccc1Oc1nc(Cl)ncc1F
  A = -8	B = -3.7	C = -1	D = -8	E = -18	F = 5	G = 110	H = 25	I = -2.9

CC(C)(C)Cc1nc(-c2ccc(Cl)cc2)no1
  A = -3	B = -1.1	C = 1	D = 1	E = 6	F = 8	G = 103	H = 11	I = 0.3

O=C(Nc1ccc(-c2nc3ccccc3o2)cc1)c1cccnc1
  A = -2	B = -2.9	C = -8	D = -7	E = -15	F = 9	G = 113	H = 48	I = -1.8

Cc1ccc(OCC(=O)N2N=C(c3ccc(Cl)cc3)CC2c2ccco2)c([N+](=O)[O-])n1 (stereo not given)
  A = 14	B = -2.9	C = -25	D = -2	E = -9	F = 9	G = 100	H = 11	I = -2.0

Source: PubChem
